Compound activity deposited in PubChem BioAssay by several laboratories.
XIAP displacement – XIAP antagonists, biochemical, IAP family, fluorescence polarization (AID 1018) | displacement, % at 20 µM, or IC50 in µM where a hit was titrated | XIAP BIR domain, fluorescence polarization peptide displacement; higher % means a stronger effect | hit rate 0.007% among 200,000; in the data active means displacement above about 50%; further: a part of the inactive calls stands beside numbers as strong as those of hits
RSV CPE inhibition – RSV antiviral activity via CPE protection, HEp-2 cells, primary 10 µM value included (AID 2391); HEp-2 cells, RSV-induced CPE inhibition; higher % means a stronger effect; CPE inhibition, % at 10 µM, or IC50 in µM where a hit was titrated; hit rate 0.13% among 310,000; in the data active means a potency from the dose series; further: strong numbers were not always called active
HIV peptide binding – inhibitors of HIV fusion peptide binding, primary screen, biochemical, uHTS, fluorescence dequenching (AID 1986); cell-free peptide binding, fluorescence dequenching, 30 min; higher % means a stronger effect; inhibition, % at 20 µM; hits with a dose series show IC50 in µM; hit rate 0.3% among 290,000; in the data active means inhibition mostly above about 52%, no sharp cut-off; inactive means mostly below about 76%; further: some results filed as inactive read as strong as hits
Dengue-2 NS5 capping – Dengue-2 NS5 methyltransferase inhibitors, primary screen, biochemical, confirmation dose response (AID 588689) | Dengue-2 NS5 methyltransferase capping enzyme assay, biochemical; higher % means a stronger effect | inhibition, % at 25 µM; hits with a dose series show IC50 in µM | hit rate 0.3% among 340,000; in the data active means a potency from the dose series
Siah-1 displacement – blockers of Siah-1 interaction with plectin peptide – biochemical, fluorescence polarization, rhodamine-plectin, uHTS, primary screen (AID 1817). hit rate 0.02% among 290,000. Siah-1 / rhodamine-plectin peptide fluorescence polarization; higher % means a stronger effect. displacement, % at 20 µM; hits with a dose series show IC50 in µM;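 active means displacement of at least 50% at 20 µM, with a fluorescence ratio check between 0.3 and a set limit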;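 further: plate controls were Siah plus tracer with DMSO for no effect and tracer alone without Siah for full effect; strong numbers were not always called active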
SV40 large T antigen – SV40 large T antigen inhibitors, biochemical (AID 1903); hit rate 0.39% among 310,000; inhibition, % at 20 µM; hits with a dose series show IC50 in µM; SV40 large T antigen ATPase/helicase inhibition assay; higher % means a stronger effect; in the data active means a potency from the dose series; further: strong numbers were not always called active
MgcRacGAP inhibition – MgcRacGAP GTPase-activating activity inhibitors, confirmation, biochemical, ADP Hunter fluorescence; hit rate 0.6% among 340,000; inhibition, % at 30 µM; hits with a dose series show IC50 in µM; MgcRacGAP-stimulated Rac1 GTP hydrolysis, ADP Hunter fluorescence; higher % means a stronger effect; GST-tagged Rac1 F28L mutant substrate;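 active means first-screen hits whose inhibition reached a set limit at any dose in the follow-up dose series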;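 further: fluorescence reports GDP produced by GAP-driven GTP hydrolysis; strong numbers were not always called active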
AID2073 – inhibitors of Mint1-CaV2.2 protein interaction, biochemical, HTRF (AID 2073); HTRF protein-protein interaction, Mint1-CaV2.2; higher % means a stronger effect; one-dose inhibition, % at 20 µM; IC50 in µM for titrated hits; hit rate 0.19% among 290,000; in the data active means inhibition mostly above about 51%, no sharp cut-off; further: some results filed as inactive read as strong as hits
LYP inhibition – PTPN22 lymphoid phosphatase activity blockers – biochemical, fluorescence intensity, uHTS (AID 1779); recombinant LYP phosphatase, fluorescence intensity; higher % means a stronger effect; inhibition, % at 11.5 µM, or IC50 in µM where a hit was titrated; hit rate 0.054% among 290,000; in the data active means inhibition above about 50%;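 further: plate controls were vehicle with enzyme for no effect and no enzyme for full effect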
Dengue-2 NS5 capping pilot replicate – recorded beside Dengue-2 NS5 capping, whose call it bears; inhibition, %; measured here: pilot screen replicate inhibition
Numbers without * were called inactive; nt = not tested or not shown.

SMILES | XIAP displacement | RSV CPE inhibition | HIV peptide binding | Dengue-2 NS5 capping | Siah-1 displacement | SV40 large T antigen | MgcRacGAP inhibition | AID2073 | LYP inhibition | others
Cc1nonc1C1CCCN1C(=O)c1cc(COc2ccc(F)cc2F)on1 (configuration not stated) | -1.8% | 0.0% | 1.7% | 2% | 1% | 53% | 9% | 2% | -10%
CC(C)CNC(=O)COC(=O)c1cc(Cl)cc(Cl)c1N | -2.7% | -0.1% | -0.7% | -1% | 2% | 6% | 11% | 8% | -3%
CCC(=O)NN1CCc2cc3ccc(C)cc3nc21 | nt | 1.2% | 1.2% | -7% | 1% | 2% | 17% | 17% | -8%
Oc1ccc(-c2cccc(-c3ccc(O)cc3)n2)cc1 | -3.3% | 10% | -0.1% | -1% | -5% | 24% | 10% | 20% | -6%
Cc1occc1C(=O)Nc1cccc(C(=O)NCc2ccccc2)c1 | -3.9% | 0.5% | -0.1% | -6% | 10% | 5% | -1% | 5% | -7%
COc1cccc(-c2nn(-c3ccccc3)cc2/C=C\C(=O)c2cccs2)c1 | 0.1% | 35% | 0.5% | -3% | -4% | 5% | 9% | 1% | 1%
O=C(c1ncc[nH]1)c1ccccc1Cl | nt | 1.5% | -1.1% | 3% | 8% | 24% | 6% | 9% | -7%
COc1cccc(OC)c1NC(=O)C1CCCN1C(=O)Nc1cccc(Cl)c1 (configuration not stated) | nt | 2.1% | 2.2% | -6% | 0% | 8% | 5% | 2% | -3%
COc1cccc(CN(C(=O)c2cccs2)C2CCS(=O)(=O)C2)c1 (configuration not stated) | nt | 5.9% | -0.7% | 0% | -8% | 5% | 4% | 17% | -8%
NS(=O)(=O)c1ccc(Nc2c([N+](=O)[O-])cncc2[N+](=O)[O-])cc1 | nt | 0.2% | 1.0% | 12% | 6% | 8% | 15% | 0% | -7%
O=C(Nc1ccccc1N1CCCCC1)c1cccc(Cl)c1 | nt | 9.7% | -0.9% | 7% | 2% | 13% | 7% | 7% | -6%
CC(Oc1ccc(Cl)cc1Cl)C(=O)NNC(=O)C(=O)N1CCCCC1 (configuration not stated) | -12% | 41µM* | -1.7% | -8% | 4% | 1% | 7% | 6% | -4%
C=CCn1c(SCc2c(Cl)cccc2Cl)nnc1-c1cccnc1 | -3.2% | 0.7% | 1.0% | 2% | 4% | 20% | 3% | 1% | -7% | Dengue-2 NS5 capping pilot replicate=-0.3
CCN1C(=O)N/C(=C/c2ccc(C)o2)C1=O | -4.9% | 0.1% | 16% | -14% | 23% | 17% | 6% | 3.3µM* | -6%
C=CCn1cc(Cl)cc(C(=O)Nc2ccccc2)c1=O | nt | 5.3% | -1.5% | -7% | 6% | 6% | 13% | 5% | -4%
CC(=O)N(C)c1ccc(NC(=O)c2ccccc2C(=O)O)cc1 | -4.9% | 1.3% | -3.4% | -5% | -3% | -1% | -1% | 1% | -3%
COc1cc(OC)cc(C(=O)Nc2ccc3nc4n(c(=O)c3c2)CCCC4)c1 | nt | 2.0% | 0.8% | -4% | -8% | 7% | -8% | 20% | -6%
Cn1c(SCc2ccccc2)nc2c1c(=O)[nH]c(=O)n2C | nt | 6.5% | 1.9% | 5% | 8% | 3% | -8% | -5% | -4%
CCOC(=O)N1CCN(C(=O)CN(c2cccc(OC)c2)S(C)(=O)=O)CC1 | -4.1% | -1.2% | 1.2% | -1% | 0% | 7% | 5% | -4% | -4%
CCN(Cc1ccccc1)C(=O)COc1ccccc1 | nt | 0.3% | 0.9% | -3% | 12% | 8% | -5% | 2% | -11%
O=C(CNCc1ccccc1Cl)NCc1ccco1 | -12% | 0.1% | -0.3% | -1% | 7% | 9% | 29% | -6% | -8%
Cc1ccc(C(C(=O)NC2CCCCC2)N(CCC(C)C)C(=O)CNC(=O)c2ccco2)o1 (configuration not stated) | -0.4% | -1.1% | -1.7% | -7% | 2% | 13% | 1% | 8% | -8%
CC12CCC(C(=O)NCc3ccccc3Cl)(C(Br)C1=O)C2(C)C (configuration not stated) | -6.2% | -0.2% | 1.7% | -9% | -3% | -2% | 3% | -7% | -8%
CC(Sc1ccc(Br)cc1)C(N)=O (configuration not stated) | -4.1% | 1.2% | -1.5% | -7% | 4% | 12% | 3% | 7% | 0%
CCOc1ccccc1C(=O)NCC(=O)Nc1ncccc1C | nt | 2.4% | nt | -5% | nt | 7% | 8% | nt | nt
C/C(N)=C(/C#N)C(=O)COC(=O)CNS(=O)(=O)c1ccc2ccccc2c1 | nt | 12µM* | -2.0% | 4% | -3% | 5% | 11% | -2% | -6%
Cc1ccc(CNC(=O)CCNC(=O)c2ccco2)cc1 | -1.0% | 0.1% | 3.8% | -5% | 1% | 1% | 12% | 11% | -12%
COc1ccc(C2CC2/C(C)=N/OC(=O)c2ccc(F)cc2)cc1 (configuration not stated) | -6.0% | 5.8% | -0.2% | 1% | -5% | 17% | 5% | -3% | -4%
COc1ccc(C2Nc3ccccc3NC3=C2C(=O)CC(C)(C)C3)cc1O (configuration not stated) | nt | 2.1% | 10% | 18% | 1% | 12% | -6% | -24% | -7%
CC1(C)c2[nH]c3ccccc3c2C[C@@H]2C(=O)N(Cc3ccco3)C(=O)N21 | nt | -2.7% | nt | 1% | nt | 12% | 1% | nt | nt

Four compounds drawn at random from the list so far, as already listed:
SMILES | XIAP displacement | RSV CPE inhibition | HIV peptide binding | Dengue-2 NS5 capping | Siah-1 displacement | SV40 large T antigen | MgcRacGAP inhibition | AID2073 | LYP inhibition | others
Cn1c(SCc2ccccc2)nc2c1c(=O)[nH]c(=O)n2C | nt | 6.5% | 1.9% | 5% | 8% | 3% | -8% | -5% | -4%
COc1ccc(C2CC2/C(C)=N/OC(=O)c2ccc(F)cc2)cc1 (configuration not stated) | -6.0% | 5.8% | -0.2% | 1% | -5% | 17% | 5% | -3% | -4%
CC12CCC(C(=O)NCc3ccccc3Cl)(C(Br)C1=O)C2(C)C (configuration not stated) | -6.2% | -0.2% | 1.7% | -9% | -3% | -2% | 3% | -7% | -8%
CC(Sc1ccc(Br)cc1)C(N)=O (configuration not stated) | -4.1% | 1.2% | -1.5% | -7% | 4% | 12% | 3% | 7% | 0%

Back to the main list, starting 6 compounds before the break.
SMILES | XIAP displacement | RSV CPE inhibition | HIV peptide binding | Dengue-2 NS5 capping | Siah-1 displacement | SV40 large T antigen | MgcRacGAP inhibition | AID2073 | LYP inhibition | others
CCOc1ccccc1C(=O)NCC(=O)Nc1ncccc1C | nt | 2.4% | nt | -5% | nt | 7% | 8% | nt | nt
C/C(N)=C(/C#N)C(=O)COC(=O)CNS(=O)(=O)c1ccc2ccccc2c1 | nt | 12µM* | -2.0% | 4% | -3% | 5% | 11% | -2% | -6%
Cc1ccc(CNC(=O)CCNC(=O)c2ccco2)cc1 | -1.0% | 0.1% | 3.8% | -5% | 1% | 1% | 12% | 11% | -12%
COc1ccc(C2CC2/C(C)=N/OC(=O)c2ccc(F)cc2)cc1 (configuration not stated) | -6.0% | 5.8% | -0.2% | 1% | -5% | 17% | 5% | -3% | -4%
COc1ccc(C2Nc3ccccc3NC3=C2C(=O)CC(C)(C)C3)cc1O (configuration not stated) | nt | 2.1% | 10% | 18% | 1% | 12% | -6% | -24% | -7%
CC1(C)c2[nH]c3ccccc3c2C[C@@H]2C(=O)N(Cc3ccco3)C(=O)N21 | nt | -2.7% | nt | 1% | nt | 12% | 1% | nt | nt
COC(=O)c1ccc(CNC(=O)COC(=O)C2CC3C=CC2C3)cc1 (configuration not stated) | -16% | 2.1% | 0.1% | -10% | 1% | -1% | 6% | 5% | -5%
CC(NC(=O)c1c(Cl)cnn1C)C1CCCO1 (configuration not stated) | nt | 0.8% | -1.1% | 1% | 7% | 18% | 1% | 12% | -4%
Cn1ccnc1Sc1ccc(/C=N/NC(=O)c2ccccc2O)cc1[N+](=O)[O-] | -4.7% | 1.5% | 8.0% | 4% | -1% | 11% | 8% | -2% | -3%
COCc1nnc(SCC(=O)NC(C)c2ccccc2)n1-c1ccccc1 (configuration not stated) | -9.6% | -3.0% | -0.3% | 1% | 3% | 3% | 4% | 6% | -3%
COc1nnc(-c2ccc(N3CCOCC3)c(NC(=O)C3CCCCC3)c2)c2ccccc12 | -6.4% | 9.4% | 2.2% | -3% | 4% | -4% | 7% | 4% | 11%
COc1ccc(Cn2c(=O)[nH]c3cc(C(=O)N4CCN(c5ccc(C(C)=O)cc5)CC4)ccc3c2=O)cc1 | nt | -0.1% | 2.2% | -1% | -5% | 8% | 7% | 29% | 1%
OCCNCc1cc(Br)ccc1OCc1ccccc1 | -2.2% | 1.0% | -1.1% | 1% | -1% | -1% | 4% | -2% | -4%
COc1ccc(C(=O)C2CCCN(Cc3cnc(N4CCCC4)s3)C2)cc1OC (configuration not stated) | -9.1% | 4.2% | -1.9% | -13% | -1% | 1% | 4% | 0% | -5%
S=C(Nc1ccc(Nc2ccccc2)cc1)NN1CCOCC1 | nt | nt | 0.4% | 1% | 10% | 30% | 28% | -22% | -2%
COc1ccc(CNC(=O)c2ccc(CS(=O)Cc3cccc(Cl)c3)o2)cc1 (configuration not stated) | nt | 2.2% | -0.9% | 5% | 8% | 5% | -5% | 5% | -9%
Cc1ccc(-c2nnn(CC(=O)N(CCCO)C(C(=O)NC3CCCC3)c3ccc(F)cc3)n2)o1 (configuration not stated) | nt | 0.4% | 0.3% | 2% | -1% | 4% | 5% | 7% | -3%
Cc1[nH]c(=O)c(C#N)c(C)c1Cc1ccc(Cl)cc1Cl | -15% | 2.7% | -0.3% | -5% | -5% | 8% | 6% | 17% | -7%
CC1CN(C(=O)c2ccc(COc3ccccc3Cl)o2)CC(C)O1 (configuration not stated) | nt | 1.4% | 0.4% | -4% | 0% | 3% | 5% | 5% | -7%
CCN(c1cccc(C)c1)S(=O)(=O)c1ccc2c(c1)CCCN2C(C)=O | nt | 6.3% | 0.7% | -6% | 5% | 14% | 5% | -6% | 1%
